A3G deaminase: APOBEC3G DNA deaminase inhibitors, primary screen, biochemical, fluorescence, single-stranded DNA substrate, uHTS | DNA dC->dU-editing enzyme APOBEC-3G (Homo sapiens), Q9HC16 | recombinant A3G, ssDNA deamination FAM/TAMRA fluorescence | inhibition, % at 20 µM | 0.28% of 330,000 active;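 active = inhibition of at least 40% at 20 µM, with no more than 30% in the related APOBEC3A deaminase screen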;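 also: plate controls were DMSO wells with A3G for no effect and wells lacking A3G enzyme for full effect; some compounds called inactive have numbers as strong as hits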
Target sequence (Q9HC16 whole entry, looked up): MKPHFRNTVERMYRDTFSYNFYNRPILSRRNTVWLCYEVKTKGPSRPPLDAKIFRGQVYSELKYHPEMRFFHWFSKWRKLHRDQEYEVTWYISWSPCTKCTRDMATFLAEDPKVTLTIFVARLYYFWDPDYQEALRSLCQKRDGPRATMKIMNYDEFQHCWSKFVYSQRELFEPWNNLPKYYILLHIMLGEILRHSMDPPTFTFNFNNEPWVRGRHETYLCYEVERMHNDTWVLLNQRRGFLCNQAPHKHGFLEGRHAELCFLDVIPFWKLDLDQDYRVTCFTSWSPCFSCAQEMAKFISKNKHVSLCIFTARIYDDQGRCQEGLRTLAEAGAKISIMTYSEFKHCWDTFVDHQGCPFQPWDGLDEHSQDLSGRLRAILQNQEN
CCR6 antagonist: CCR6 receptor antagonists, primary screen, cell-based, CHO-K1, luminescence, beta-arrestin, uHTS; C-C chemokine receptor type 6 (Homo sapiens), P51684; CHO-K1 CCR6 PathHunter beta-arrestin, CCL20-stimulated; inhibition, % at 20 µM; 0.49% of 340,000 active; AID 493098, 2011;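 active = compounds whose inhibition of the agonist-driven luminescence signal at 20 µM reaches about 50%, limit read from the data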;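 also: cells stimulated with CCL20 at 14 nM final; plate controls were DMSO with CCL20 for no effect and DMSO without agonist for full effect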
CXCR6 inh: CXCR6 receptor inhibitors, primary screen, cell-based, beta-arrestin, luminescence, CHO-K1 PathHunter, 1536-well. inhibition, % at 20 µM. C-X-C chemokine receptor type 6 (Homo sapiens), O00574. 0.36% of 360,000 active; in the data active = inhibition above about 34%, passing the limit was not always enough;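 also: antagonist mode with CXCL16 agonist at 10 nM final; 0% = 10 nM CXCL16 with DMSO and 100% = unstimulated wells without agonist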
A3A deaminase: APOBEC3A ssDNA deaminase inhibitors, primary screen, selectivity assay for APOBEC3G inhibitor project, biochemical, FAM/TAMRA oligo cleavage fluorescence | 0.41% of 330,000 active | AID 493011, 2011 | recombinant A3A, FAM/TAMRA ssDNA deamination fluorescence | inhibition, % at 20 µM | DNA dC->dU-editing enzyme APOBEC-3A (Homo sapiens), P31941;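 active = at least 40% inhibition at 20 µM here, with at most 30% in a related deaminase screen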;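 also: plate controls were A3A with DMSO for no effect and wells lacking A3A enzyme for full effect; some results filed as inactive read as strong as hits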
Target sequence (P31941 whole entry, looked up): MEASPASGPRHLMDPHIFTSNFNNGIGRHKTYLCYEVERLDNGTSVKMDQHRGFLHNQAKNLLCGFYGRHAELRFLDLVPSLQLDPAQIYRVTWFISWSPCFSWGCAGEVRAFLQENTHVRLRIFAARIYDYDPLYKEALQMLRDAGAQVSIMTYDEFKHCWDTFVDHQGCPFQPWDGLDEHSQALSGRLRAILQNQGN
Gli-Sufu block: Gli-Sufu pathway antagonists, primary screen, luciferase luminescence, Sufu-KO-LIGHT cells, uHTS. inhibition, % at 5 µM. Sufu-KO-LIGHT fibroblasts, Gli luciferase reporter luminescence. 0.74% of 340,000 active;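 active = inhibition above about 55%, limit read from the data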;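 also: 0% = DMSO-treated cells and 100% = wells with medium but no cells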
EBI2 antag: EBI2 receptor antagonists, beta-arrestin recruitment, primary screen, cell-based, luminescence, 7a,25-OHC stimulation, uHTS. G-protein coupled receptor 183 (Homo sapiens), P32249. 7a,25-OHC stimulated. inhibition, % at 5 µM. 0.81% of 360,000 active. AID 651636, 2012; in the data active = inhibition above about 38%;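 also: enzyme fragment complementation signal reports receptor beta-arrestin coupling in cells; 0% = agonist plus DMSO wells and 100% = wells without agonist; some results beyond the cut were filed as inactive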
Target sequence (P32249 whole entry, looked up, the tested form may be a part): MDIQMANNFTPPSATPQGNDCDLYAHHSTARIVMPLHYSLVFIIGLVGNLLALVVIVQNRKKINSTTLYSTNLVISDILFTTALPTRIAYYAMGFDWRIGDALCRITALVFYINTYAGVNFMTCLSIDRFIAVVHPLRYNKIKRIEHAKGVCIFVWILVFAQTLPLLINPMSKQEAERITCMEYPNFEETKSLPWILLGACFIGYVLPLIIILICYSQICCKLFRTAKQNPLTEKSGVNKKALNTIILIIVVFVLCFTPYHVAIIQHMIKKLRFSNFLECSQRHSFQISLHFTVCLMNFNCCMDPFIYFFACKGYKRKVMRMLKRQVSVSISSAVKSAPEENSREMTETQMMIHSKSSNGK
MPTP block: mitochondrial permeability transition pore inhibitors, primary screen, biochemical, isolated mouse mitochondria, absorbance. AID 602449, 2012. inhibition, % at 10 µM. Ca2+ swelling absorbance, 30 min. 1.4% of 360,000 active;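 active = inhibition of 50% or more, scaled per plate between neutral and stimulator controls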;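 also: 0% = DMSO wells given calcium and 100% = 1 mM EGTA wells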
NR3A LBD binder: binders of NR3A ligand-binding domain, primary screen, biophysical, differential scanning fluorimetry, uHTS | NR3A LBD differential scanning fluorimetry, Tm shift; 0% = protein alone, 100% = glycine-bound protein | Tm shift relative to glycine control, % at 25 µM | 2.5% of 340,000 active;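 active = melting temperature shift of at least 10% of the positive control shift, at one fixed dose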
The depositor's hits bear a star; . = not tested or not shown.

SMILES | A3G deaminase | CCR6 antagonist | CXCR6 inh | A3A deaminase | Gli-Sufu block | EBI2 antag | MPTP block | NR3A LBD binder
CC1CC(C)C[N+](=C2C=C(N3CCCC3)CC(C)(C)C2)C1 (centres undefined) | . | 3 | 11 | . | 86* | -6 | -1.7 | 0
COc1ccc(C(=O)NCC(=O)OCC(=O)NCCC2=CCCCC2)cc1 | -9 | 13 | 5 | -3 | 30 | 0 | -1.6 | 3
O=C(CN1c2cccc3cccc(c23)S1(=O)=O)Nc1ccccc1 | -7 | 3 | 1 | -1 | -4 | -3 | -2.7 | -1
COc1ccc(-n2cnc3scc(-c4ccc(OC)c(OC)c4)c3c2=O)cc1 | -8 | 7 | -4 | -3 | -1 | 6 | -1.5 | -1
CCOc1ccc2oc(C(=O)O)c(C)c2c1 | -6 | 4 | -3 | 1 | -3 | -5 | 0.5 | 0
CSC1=NCCN1C(=O)c1ccc(C)cc1 | 1 | 6 | 4 | 2 | -8 | -2 | 0.4 | 1
C[C@H](NC(=O)c1[nH]cnc1C(=O)N[C@H](C)c1ccccc1)c1ccccc1 | -9 | 5 | 11 | -2 | -27 | -11 | -1.9 | -1
CC(Sc1nnnn1C)C(=O)Nc1ccc(Oc2ccccc2)cc1 (centres undefined) | 2 | 14 | 2 | 3 | -3 | 3 | 5.1 | 1
O=C(CCCn1c(=O)[nH]c2cc(Cl)ccc2c1=O)NCCCN1CCCC1=O | -2 | -7 | -4 | 1 | -16 | -10 | 2.0 | 1
Cn1cccc1C(=O)OCC(=O)NCCc1ccc(S(N)(=O)=O)cc1 | -5 | 0 | 5 | 1 | -6 | -9 | -2.4 | -2
O=C(Cn1nnc(-c2ccccc2)n1)N/N=C/c1ccco1 | 4 | 13 | -3 | -3 | 5 | -7 | 1.1 | 0
O=C(Nc1cccc(S(=O)(=O)N2CCCCC2)c1)c1c2c(nc3ccccc13)CCN(Cc1ccccc1)C2 | -2 | 10 | -2 | 0 | 7 | 8 | -1.8 | 0
O=C(C[n+]1ccccc1)N/N=C/c1ccc(Br)cc1 | -7 | 5 | 4 | -2 | -12 | 4 | -0.9 | -2
O=C(CCCCCN1C(=O)c2ccccc2C1=O)NCc1ccccn1 | -3 | -20 | -5 | 1 | 26 | 3 | -1.3 | -1
O=C(CSc1nncs1)NC(=O)NCc1ccco1 | -19 | 8 | -6 | 0 | 0 | -4 | 0.2 | 1

Only Gli-Sufu block, NR3A LBD binder and EBI2 antag, for some of the entries so far:
SMILES	Gli-Sufu block	NR3A LBD binder	EBI2 antag
O=C(Cn1nnc(-c2ccccc2)n1)N/N=C/c1ccco1	5	0	-7
O=C(Nc1cccc(S(=O)(=O)N2CCCCC2)c1)c1c2c(nc3ccccc13)CCN(Cc1ccccc1)C2	7	0	8
O=C(C[n+]1ccccc1)N/N=C/c1ccc(Br)cc1	-12	-2	4
O=C(CCCCCN1C(=O)c2ccccc2C1=O)NCc1ccccn1	26	-1	3
O=C(CSc1nncs1)NC(=O)NCc1ccco1	0	1	-4

Further structures follow.
SMILES | A3G deaminase | CCR6 antagonist | CXCR6 inh | A3A deaminase | Gli-Sufu block | EBI2 antag | MPTP block | NR3A LBD binder
Cn1nnnc1SCC(=O)Nc1ccc(N2CCOCC2)cc1 | -6 | -5 | -5 | -3 | -6 | -6 | 0.9 | 1
COC(=O)CN1C(=O)COc2ccc(S(=O)(=O)N3CCCC3)cc21 | -2 | -5 | -2 | -2 | 18 | 4 | 0.1 | 1
Cc1cc(C)cc(OCC(=O)OCC(=O)N(C)CC(=O)Nc2ccc(F)cc2)c1 | -4 | 3 | -28 | -2 | -3 | 5 | -1.7 | 3
COC(=O)c1ccc(Oc2cc(C)nc(NCc3ccccc3)n2)cc1 | 1 | 6 | 5 | 0 | 8 | 5 | 35 | 0
CC(C)C(NC(=O)c1ccc(C(C)(C)C)cc1)C(=O)Nc1ccc(N2CCOCC2)cc1 (centres undefined) | -7 | 7 | 11 | -1 | -14 | 2 | -1.2 | -2
O=C(O)CC(NC(=O)Cc1ccccc1)c1ccccc1 (centres undefined) | -10 | -5 | 7 | -5 | -2 | -2 | -0.2 | -3
Cc1ccc2c(c1)N(CC(=O)c1cccc(Cl)c1)C(=O)C(C)O2 (centres undefined) | -1 | 18 | 11 | -1 | 36 | 18 | 2.3 | 1
COC(=O)c1ccccc1NS(=O)(=O)c1c(C)noc1C | -8 | 5 | 6 | -3 | 4 | 5 | -1.9 | 1
CCOC(=O)/C(C#N)=C/Nc1cc(C(C)(C)C)sc1C(C)=O | -1 | 5 | -2 | -1 | -26 | 7 | 2.4 | 0
C1CCc2c(nc3nnnn3c2NC2CCCC2)C1 | -6 | 10 | -3 | -8 | -2 | -4 | -1.1 | -1
COc1cc(C(=O)NNC(=O)CN2C(=O)NC3(CCCC3)C2=O)cc(OC)c1OC | -12 | 6 | -8 | -7 | -2 | -1 | -0.8 | 2
CCOc1ncccc1C(=O)Nc1ccc(S(=O)(=O)N2CCCC2)cc1 | -6 | 0 | -2 | -4 | -1 | -1 | -1.0 | 6
COC(=O)c1cc(NC(=O)CC2NC3CCCCC3NC2=O)cc(C(=O)OC)c1 (centres undefined) | -6 | -11 | -1 | -9 | 3 | -4 | -2.0 | 1
O=C(Nc1nnc(Cc2ccc(Cl)cc2)s1)C1CCCO1 (centres undefined) | -10 | -7 | -1 | -2 | -5 | 0 | -2.3 | -1
Cc1ccnc(NC(=O)CN2C(=O)c3ccccc3S2(=O)=O)c1 | -7 | 10 | 7 | -3 | 3 | -9 | -1.6 | 1

Single values from above.
Under NR3A LBD binder, O=C(Nc1nnc(Cc2ccc(Cl)cc2)s1)C1CCCO1 (centres undefined) shows -1
Under Gli-Sufu block, Cc1ccnc(NC(=O)CN2C(=O)c3ccccc3S2(=O)=O)c1 shows 3

Remaining list, next part:
SMILES | A3G deaminase | CCR6 antagonist | CXCR6 inh | A3A deaminase | Gli-Sufu block | EBI2 antag | MPTP block | NR3A LBD binder
Nc1nc(-c2nc3ccccc3[nH]2)cs1 | -3 | 10 | -15 | -2 | -63 | -6 | -1.1 | 4
CCOC(=O)C1CCN(C(=O)Cc2ccc(-c3ccccc3)cc2)CC1 | -6 | 15 | -2 | -7 | 4 | 0 | 2.7 | 2
Cc1cccc(-n2cnc3sc(C)c(C)c3c2=O)c1 | -10 | 4 | 3 | -2 | 1 | -6 | 2.6 | -1
CCc1nnc(NC(=O)CSc2nnc(-c3ccncc3)n2C)s1 | -2 | 1 | -1 | -2 | -1 | 5 | 0.2 | 0
Cn1c(=O)c2c(nc(N/N=C/c3cccnc3)n2Cc2ccccc2)n(C)c1=O | 9 | 5 | -16 | -1 | 3 | 2 | 6.8 | 1
O=C(Nc1cccc2nsnc12)c1ccc2c(c1)OCCO2 | 1 | 16 | 4 | 1 | -35 | 6 | 0.4 | -1
CCC1CCc2sc(C(=O)NCC3CCCO3)cc2C1 (centres undefined) | -5 | 6 | -3 | -1 | -56 | -11 | -0.5 | 1
CC1CCCCC1NC(=O)CSc1nnnn1C (centres undefined) | -10 | -9 | -11 | -3 | 22 | 3 | 0.3 | -1
CCOC(=O)c1c(C)c(C(=O)N2CCCCCC2)c(C)n1C | -6 | -13 | -5 | -1 | 13 | -6 | -0.6 | -2
CCOC(=O)N1CCN(Cc2cc(=O)oc3cc4c(cc23)CCC4)CC1 | -1 | 1 | 2 | -2 | 3 | -1 | -0.1 | 0
COc1ccc(Br)cc1S(=O)(=O)Nc1ncccc1C | 6 | 7 | -5 | 1 | 0 | -11 | 0.1 | 0
CN(C(=O)COC(=O)COc1ccc(Cl)cc1)C1CCCCC1 | -1 | -14 | -7 | -2 | -25 | 3 | -5.4 | -1
COC(=O)C(NS(=O)(=O)c1ccccc1Cl)c1ccccc1 (centres undefined) | 30 | 8 | 2 | 9 | -2 | 3 | 0.2 | -12
CCC(=O)N1c2ccccc2NC2=C(C(=O)CC(c3ccco3)C2)C1c1ccco1 (centres undefined) | -6 | -5 | 11 | 0 | 4 | -2 | 0.1 | 0
CCCCSc1nc2sc3c(c2c(=O)n1-c1ccc(OC)cc1)CCN(C)C3 | -8 | 23 | 10 | -5 | 18 | -1 | -0.3 | -1

Whole records as entered above. Values in the order: A3G deaminase, CCR6 antagonist, CXCR6 inh, A3A deaminase, Gli-Sufu block, EBI2 antag, MPTP block, NR3A LBD binder
CN(C(=O)COC(=O)COc1ccc(Cl)cc1)C1CCCCC1 as listed: -1, -14, -7, -2, -25, 3, -5.4, -1
CCc1nnc(NC(=O)CSc2nnc(-c3ccncc3)n2C)s1 as listed: -2, 1, -1, -2, -1, 5, 0.2, 0
COc1ccc(Br)cc1S(=O)(=O)Nc1ncccc1C as listed: 6, 7, -5, 1, 0, -11, 0.1, 0
O=C(Nc1cccc2nsnc12)c1ccc2c(c1)OCCO2 as listed: 1, 16, 4, 1, -35, 6, 0.4, -1
CCOC(=O)N1CCN(Cc2cc(=O)oc3cc4c(cc23)CCC4)CC1 as listed: -1, 1, 2, -2, 3, -1, -0.1, 0

Going on with the list.
SMILES | A3G deaminase | CCR6 antagonist | CXCR6 inh | A3A deaminase | Gli-Sufu block | EBI2 antag | MPTP block | NR3A LBD binder
COc1ccc(Cn2cc(CN3CCS(=O)(=O)N(Cc4ccc(-c5cccc(Cl)c5)cc4)C(C)C3=O)nn2)cc1 (centres undefined) | . | 17 | -1 | . | 0 | 19 | -0.2 | -11
CN(C)/N=C/c1ccc(Sc2ccccc2[N+](=O)[O-])o1 | -6 | 19 | 4 | 3 | 2 | 1 | 0.4 | 4
COc1cc([N+](=O)[O-])ccc1NC(=O)/C=C/C(=O)O | -10 | 7 | 5 | -4 | -10 | 2 | 0.3 | 2
CCOC(=O)c1c(C)[nH]c(C)c1C(=O)COC(=O)/C=C/c1ccc(OC)cc1 | -6 | 5 | -7 | -1 | -6 | 7 | -1.2 | -2
Cc1ccc(-n2c(C)cc(C(=O)COC(=O)c3ccc[nH]c3=O)c2C)cc1C | -6 | 3 | -2 | -4 | -14 | -4 | 1.6 | 0
CC(=O)Nc1c2c(nn1-c1ccccc1C)CS(=O)(=O)C2 | -7 | 0 | -10 | -4 | 7 | -6 | -1.0 | 0
CCc1n[nH]c(=O)n1Cn1c(CC)n[nH]c1=O | -5 | 17 | -3 | -4 | 1 | -8 | 0.4 | 2
O=C(NCCCN1CCOCC1)c1cc2nc(-c3ccco3)cc(C(F)(F)F)n2n1 | -4 | 3 | -4 | -1 | -2 | -5 | -0.2 | -2
CCC(CO)Oc1cc(NC(=O)c2ccccc2N)c2ncn(C(C)C)c2c1 (centres undefined) | -7 | 7 | -8 | -3 | -1 | -11 | -0.8 | -1
CCN1CCC(NCCc2ccc(F)cc2)CC1 | -6 | -20 | -7 | -4 | 9 | -5 | -0.4 | -1
COc1cccc(CN2CC(C(=O)NCCc3ccc(C)o3)CCC2=O)c1 (centres undefined) | -6 | 8 | 6 | -2 | 1 | 7 | 1.7 | -5
COc1ccc(OCc2cc(C(=O)N(C)Cc3cc(C)no3)no2)c(Cl)c1 | -6 | 0 | 2 | -5 | -80 | 4 | 0.0 | 4

From PubChem BioAssay
